Source: PubChem BioAssay
Abeta yeast res: compounds reversing amyloid beta toxicity in yeast. 410,000 compounds, 0.063% hits. Potency, µM (doses to about 46.1 µM), without a hit: at the highest dose growth rescue, most hits filed as activators. yeast expressing A-beta42, growth rescue, OD600, 48 h; response scale: 0% DMSO, 100% iron-clioquinol control. AID 1347071; further: potency means the concentration at half of the fitted maximal effect; nearly all actives have a fitted effect of over 55% in size
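Yeast A-beta toxicity model in growth medium with pinned compounds, 48 h at 30 C; growth read as absorbance at 600 nm. Normalized to FeCl3/clioquinol equimolar mix (positive) and DMSO (negative).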
Akt phos inh: blocks phosphorylation of Akt; AID 651550; Neuro2A IGF-stimulated pAkt S473 HTRF, 20 min; stronger effect = lower value; 360,000 compounds, 0.32% hits; activity change, % for hits at 50 µM; in the data active means activity change below about -80%; inconclusive means mostly about -51% to -80%; further: on the % scale 0 is the no-effect control and ±100 the full control effect
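Single-point screen (50 µM final compound) in Neuro2A cells stimulated 20 min with 6 nM IGF at 37 deg C. After lysis, Ser473-phosphorylated Akt read by HTRF (ex 330 nm, em 615/665 nm) as the 665/615 ratio.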
MmCpn inh: blocks the Methanococcus maripaludis chaperonin Mm-Cpn; purified Mm-Cpn ATPase, ADP Transcreener TR-FRET; 330,000 compounds, 0.031% hits; Potency, µM (top dose mostly 76.9 µM), for the others: top-dose activity, negative = inhibition, hits mostly inhibitors; further: potency means the concentration at half of the fitted maximal effect; on the % scale 0 is the no-effect control and ±100 the full control effect; nearly all actives have a fitted effect of over 80% in size
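Inhibition of chaperonin ATP hydrolysis is measured as reduced ADP production, detected by competitive TR-FRET in which signal falls with ADP. Final enzyme 25 nM and ATP 10 uM, reacted 30 min at 37°C.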
FUS suppressor: rescues growth of FUS-expressing yeast. S. cerevisiae FUS-expressing, growth rescue, OD600, 24 h. Potency, µM (series often up to 76.6 µM), without a hit: top-dose growth rescue (activation), most hits filed as activators. 390,000 compounds, 0.24% hits. AID 1347120;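 further: potency means the concentration at half of the fitted maximal effect; plate controls were DMSO vehicle for no effect and reference control for full effect; nearly all actives have a fitted effect of over 55% in size; some results filed as inactive show a strong effect at the top dose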
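Compound concentration series was pinned onto galactose-induced FUS-expressing yeast seeded at OD 0.005. Plates sat 24hr at 30C; absorbance at 600 nm gave growth. DMSO served as background control.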
GLP1R cytotox: cytotoxic in the GLP-1 receptor inverse agonist counter-screen. HEK293 cAMP-luciferase reporter cells, luminescence, 24 h. 410,000 compounds, 0.13% hits. AID 624418. Potency, µM (series often up to 38.3 µM), without a hit: top-dose activity change, negative = inhibition, usual class: inhibitors;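 further: loss of luciferase light is scored as toxicity; potency means the concentration at half of the fitted maximal effect; on the % scale 0 is the no-effect control and ±100 the full control effect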
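1536-well qHTS counterscreen of the MLSMR; 200 cells/uL, 12 h pre-incubation, 23 nL cpd, 24 h at 37 deg C 5% CO2, luciferase detection reagent, 12 min RT, luminescence. Inhibition = undesired.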
aSyn rescue: inhibitors of alpha-synuclein toxicity in yeast. Yeast expressing alpha-synuclein, growth rescue, BacTiter-Glo, 24 h. Potency, µM (doses to about 46.1 µM), for inactives: at the highest dose growth rescue (activation), actives largely listed as activators. AID 652106. 370,000 compounds, 0.14% hits; further: potency means the concentration at half of the fitted maximal effect; % of control where 0% means no effect; nearly all actives have a fitted effect of over 65% in size
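Galactose-induced alpha-syn yeast (OD600=0.02, raffinose-pregrown) + pinned cpd, 24 hr, 30 deg C; growth by BacTiter-Glo luminescence. Growth restoration scores as activation.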
PTHR1 ag: activates the human parathyroid hormone receptor PTHR1; Q03431; HEK293 GP2 PTHR1 cells, GloSensor cAMP luminescence, 1 h; Potency, µM (series often up to 115 µM), for inactives: at the highest dose activation, hits mostly activators; 410,000 compounds, 0.075% hits; further: potency means the concentration at half of the fitted maximal effect; nearly all actives have a fitted effect of over 55% in size; some results filed as inactive show a strong effect at the top dose; inactives centre near -15; many of its hits are not listed in these tables
Target sequence (Q03431 whole entry, looked up): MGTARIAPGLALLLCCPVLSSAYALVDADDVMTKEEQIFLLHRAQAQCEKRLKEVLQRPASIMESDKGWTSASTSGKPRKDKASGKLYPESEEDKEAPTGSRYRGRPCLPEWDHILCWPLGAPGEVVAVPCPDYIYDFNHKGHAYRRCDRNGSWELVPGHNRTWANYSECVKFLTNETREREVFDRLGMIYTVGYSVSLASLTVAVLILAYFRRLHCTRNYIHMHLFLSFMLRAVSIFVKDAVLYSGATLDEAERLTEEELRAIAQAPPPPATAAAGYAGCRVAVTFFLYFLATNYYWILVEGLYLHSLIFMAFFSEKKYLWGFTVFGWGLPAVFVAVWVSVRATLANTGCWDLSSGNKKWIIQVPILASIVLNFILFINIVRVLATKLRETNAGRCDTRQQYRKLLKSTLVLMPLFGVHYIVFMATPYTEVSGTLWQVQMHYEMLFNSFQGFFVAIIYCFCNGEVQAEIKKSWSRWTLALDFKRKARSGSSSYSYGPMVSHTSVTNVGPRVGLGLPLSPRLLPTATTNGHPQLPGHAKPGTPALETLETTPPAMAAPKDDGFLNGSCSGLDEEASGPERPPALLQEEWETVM
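HEK-293-derived GP2 cells expressing PTHR1 and a GloSensor cAMP reporter, 3,000/well, plated overnight, given luciferin plus IBMX (each 0.5 mM as added) for 1 h at 37 °C, then compound for 1 h at 37 °C. Luminescence was read after 15 min at room temperature.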
GLP1R inv ag: acts as inverse agonist at human GLP-1 receptor | Potency, µM (titrated, usually from 38.3 µM), for the others: at the top dose activity change, negative = inhibition, hits mostly inhibitors | AID 624417 | HEK293 GLP-1R CRE-luciferase, luminescence, 24 h; GLP-1R form is constitutively active | 410,000 compounds, 1.6% hits; further: potency means the concentration at half of the fitted maximal effect; on the % scale 0 is the no-effect control and ±100 the full control effect; nearly all actives have a fitted effect of over 55% in size
Target sequence (P43220 whole entry, looked up): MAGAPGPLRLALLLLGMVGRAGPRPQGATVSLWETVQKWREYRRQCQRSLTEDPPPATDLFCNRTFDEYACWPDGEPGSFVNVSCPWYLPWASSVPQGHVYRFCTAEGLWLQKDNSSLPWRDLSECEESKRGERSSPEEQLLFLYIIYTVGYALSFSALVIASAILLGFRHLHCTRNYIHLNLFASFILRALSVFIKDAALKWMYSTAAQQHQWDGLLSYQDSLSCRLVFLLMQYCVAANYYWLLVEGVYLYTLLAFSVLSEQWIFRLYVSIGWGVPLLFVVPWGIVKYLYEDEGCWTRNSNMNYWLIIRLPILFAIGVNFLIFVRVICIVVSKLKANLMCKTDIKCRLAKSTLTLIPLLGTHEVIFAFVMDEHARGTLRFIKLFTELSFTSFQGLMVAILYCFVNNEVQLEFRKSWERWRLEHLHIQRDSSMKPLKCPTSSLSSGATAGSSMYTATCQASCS
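qHTS in 1536-well format: reporter HEK293 cells expressing constitutive GLP-1R activity in DMEM + 10% Nu serum, 24 hr with compounds at 37 deg C, luminescence read after 12 min with detection reagent.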
TDP43 rescue: rescues yeast growth from TDP-43 toxicity; Potency, µM (top dose mostly 46.1 µM), for the others: at the top dose growth rescue (activation), most hits filed as activators; TDP-43 expressing yeast growth rescue, BacTiter-Glo, 24 h; 410,000 compounds, 1.8% hits; further: potency means the concentration at half of the fitted maximal effect; % of control where 0% means no effect; nearly all actives have a fitted effect of over 50% in size
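Yeast expressing TDP-43 (pregrown in raffinose, seeded at OD600=0.02 in galactose medium) exposed to compounds 24 hr at 30 deg C. Growth read by BacTiter-Glo luminescence; rescue of toxicity appears as increased signal.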
* marks the source's active call; other numbers are inactive results; i = inactive; u = inconclusive; x = no result given; & = joins results of further samples; [ ] = another dose, or the depositor's remark. Unless noted, the call rests on the fitted dose curve; in most records, active means well fitted curve in the direction sought with a large enough effect; inconclusive means small, poorly fitted or top-dose-only effect, or another doubt; inactive means no such curve, though single readings can be large; an effect the other way counts as inactive or inconclusive.

Below each SMILES: Abeta yeast res | Akt phos inh | MmCpn inh | FUS suppressor | GLP1R cytotox | aSyn rescue | PTHR1 ag | GLP1R inv ag | TDP43 rescue
#1 O=C(CSc1nc2ccccc2[nH]1)Nc1nc(-c2cccc(Br)c2)cs1
  2% | i | -3% | x | 63%[activator] | 1% | i | -8% | 4%
#2 CCc1nnc(NC(=O)[C@@H](NS(=O)(=O)c2ccc3c(c2)OCCO3)C(C)C)s1
  0% | i | x | 4% | 12% | -2% | i | 5% | -13%
#3 COc1ccc2[nH]c3c(c2c1)CCN1C(=O)C(CC(=O)NCCCN(C)C)C[C@H](C(=O)N2CCCCC2)[C@@]31CCc1ccccc1 (some centres not stated)
  2% | i | 1% | 19% | -6% | -3% | -17% | -30% | 13%
#4 COc1cccc(-c2ccc(SCC(=O)NC3CCCC3)nn2)c1
  9% | i | 1% | x | -2% | -7% | 0% | 4% | 26%
#5 COC(=O)Nc1ccc(S(=O)(=O)N(CCO)CCO)cc1
  -9% | i | 2% | 8% | 10% | -3% | -4% | 6% | -20%
#6 Cc1c(C(=O)N(C)c2ccccc2)sc2nc(-c3ccc(F)cc3)cn12
  2% | x | x | 35% | -11% | x | -52%[inhibitor] | -14% | 35µM*
#7 CCOc1ccc(-c2nnc(SCC(=O)N3CCCC3)o2)cc1
  -10% | i | 0% | -28% | -4% | 0% | -5% | 14% | 29%
#8 O=C(CCc1ccccc1)Nc1c(F)c(F)c(F)c(F)c1F
  3% | i | 0% | x | -2% | -8% | -2% | u | 7%
#9 Cn1c(=O)c2c(nc(CN3CCc4ccccc4C3)n2Cc2ccccc2F)n(C)c1=O
  -10% | i | -1% | u | -8% | 11% | i | u | 22%
#10 CCC(CC)c1nc(C(N)=O)c2[nH]c(=O)n(-c3ccc(OC)c(OC)c3)c2n1
  17% | i | -1% | 14% | -8% | 0% | -14% | 83%[activator] | -13%
#11 Cc1cc(C)c(C(=O)C(C)OC(=O)c2ccc(Cl)nc2)cc1C (configuration not stated)
  6% | i | 1% | 23% | 4% | -3% | -38%[inhibitor] | u | -4%
#12 CCSC1OC(C(COC(C)=O)OC(C)=O)C(OC(C)=O)C1NC(C)=S (configuration not stated)
  9% | i | x | x | -8% | 1% | i | -10% | 15%
#13 COc1cc(/C=N/NC(=O)c2ccccc2Cl)ccc1Oc1ccc([N+](=O)[O-])cn1
  -3% | i | 5% | -15% | -11% | 9% | -47%[inhibitor] | u | -5%
#14 O=C(Cn1ncc2c3ccccc3n(Cc3ccccc3F)c2c1=O)NCCCN1CCCC1=O
  0% | i | 1% | u | 2% | -6% | 10% | 7% | -24%
#15 CCn1c(=O)c(C(=O)NCCc2ccccc2)c(O)c2ccccc21
  -29% | x | -8% | 8% | 7% | -2% | -5%[57.5 µM] | u | -12%
#16 O=C(C/C=N/OCc1ccc(Cl)cc1)c1cnc(-c2ccccc2)s1
  -5% | i | -2% | 45% | -2% | 7% | i | u | 1%
#17 O=C(NCc1ccccn1)c1ccc2c(=O)n3nc(Nc4ccccc4)sc3nc2c1
  -4% | i | 0% | 26% | 12% | -2% | 8% | -19% | 1%
#18 CCOc1cc(CNCc2ccncc2)cc(Br)c1OCc1ccccc1F
  18% | i | -8% | 39% | -3% | 5% | -18%[57.5 µM] | 11µM* | -6%
#19 CN1CC(=O)N(CCOc2ccccc2)C1=O
  -17% | i | -5% | 10% | 0% | -10% | 17%[57.5 µM] | 4% | -7%
#20 Cc1nc2c(-c3ccc(F)cc3)c(C)nn2c(C)c1CCC(=O)Nc1ccc(F)cc1F
  -1% | i | -1% | -24% | 5% | -3% | -16% | u | 0%

Following part
Below each SMILES: Abeta yeast res | Akt phos inh | MmCpn inh | FUS suppressor | GLP1R cytotox | aSyn rescue | PTHR1 ag | GLP1R inv ag | TDP43 rescue
#21 O=C1CC(c2ccccc2)CN1Cc1ccccc1 (configuration not stated)
  5% | i | -3% | 5% | -7% | 8% | -28%[57.5 µM] | 0% | 17%
#22 Cc1cc2c(SCC(=O)NC3CCCC3)ncnc2s1
  3% | i | 1% | 11% | 7% | 11% | i | 6% | -8%
#23 O=C(Cn1c(=O)n(Cc2ccco2)c(=O)c2cc(Cl)ccc21)NCC1CCCO1 (configuration not stated)
  14% | i | 2% | -3% | 0% | 1% | i | 5% | 5%
#24 CCOCCOC(=O)C(C)Oc1ccc(Oc2nc(Cl)ccc2Cl)cc1 (configuration not stated)
  15% | i | -2% | 1% | 5% | -7% | -3% | -7% | 13%
#25 CC(C)CNS(=O)(=O)c1cc(C(=O)N2CCOCC2)c(Cl)cc1Cl
  11% | i | 1% | 7% | 12% | 1% | i | 0% | -8%
#26 CC(Oc1ccc2c(-c3ccccc3)cc(=O)oc2c1)C(=O)NCc1ccccn1 (configuration not stated)
  -8% | i | 1% | -6% | 0% | -2% | -19% | 3% | 4%
#27 Cc1ccc(N(CC(=O)NN=C2CCN(C)CC2)S(=O)(=O)c2ccccc2)c(C)c1
  -2% | i | 1% | x | -2% | -16% | -23% | 12% | 2%
#28 O=C(O)C(Cc1ccccc1)N1C(=O)CCC1=O (configuration not stated)
  -15% | i | 0% | -28% | -9% | -3% | 3% | 13% | -18%
#29 COc1cccc(NC(=O)CN(C)C(=O)CCNC(=O)c2ccccc2OC)c1
  -7% | i | x | -2% | -6% | 1% | -8% | 3% | -12%
#30 Cc1cc(N2CCCCC2)c(F)cc1[N+](=O)[O-]
  2% | i | 0% | 28% | 4% | 6% | -11%[57.5 µM] | -1% | -17%
#31 Cc1ccc(C2C(C(=O)c3ccco3)=C(O)C(=O)N2c2ncccn2)cc1 (configuration not stated)
  -24% | i | -4% | 4% | -7% | -5% | -21% | 9% | -13%
#32 CC1(C)CN(c2ccc(-c3ccnc4ncnn34)cc2)C1=O
  0% | i | -6% | 19% | -17% | -7% | i | 12% | -4%
#33 CC(=O)NC(CC(=O)NNC(=O)COc1c(C)cccc1C)c1ccccc1 (configuration not stated)
  -15% | i | 1% | x | -2% | -9% | i | 2% | 16%
#34 O=C(O)CCC(=O)Nc1nc2nc(-c3ccccc3)cc(-c3ccccc3)n2n1
  2% | x | -2% | 26% | 21% | 3% | -13%[57.5 µM] | 11% | -4%
#35 CCOC(=O)c1cc(-c2ccco2)nc2c1c(C)nn2-c1ccccc1
  13% | i | -5% | 14% | -2% | 5% | i | 1% | 8%
#36 Cc1cccc(N2CCN(C(=O)Cn3nc(C)n4cccc4c3=O)CC2C)c1 (configuration not stated)
  -4%&-7% | i | -5% | -22%&-10% | 0%&-9% | -1% | -25%&-4% | -17%&-22% | 7%&9%
#37 O=c1c2cc(Cl)ccc2nc(-c2ccccc2Cl)n1O
  -47%[inhibitor] | i | 0% | -5% | 0% | 7% | -11% | 23% | -15%
#38 O=C(O)c1ccc2ncsc2c1
  21% | i | -10% | 13% | 2% | 4% | i | -13% | 3%
#39 CCn1c(SCC(=O)NNC(=O)Cc2ccccc2)nnc1-c1ccncc1
  1% | i | 1% | -3% | 7% | 7% | i | -3% | -10%
#40 COc1cc(NC(=O)COc2ccc(Cl)cc2)ccc1-c1cc2ccccc2oc1=O
  16% | i | -9% | 23% | u | -7% | -31% | u | -6%
#41 CCOCCCNC(=O)C1CCN(C(=O)N(C)C)CC1
  -15% | i | -2% | -2% | 1% | 2% | i | 0% | -17%

Reprinted at random: 3 compounds from above, in no set order.
Below each SMILES: Abeta yeast res | Akt phos inh | MmCpn inh | FUS suppressor | GLP1R cytotox | aSyn rescue | PTHR1 ag | GLP1R inv ag | TDP43 rescue
#26 CC(Oc1ccc2c(-c3ccccc3)cc(=O)oc2c1)C(=O)NCc1ccccn1 (configuration not stated)
  -8% | i | 1% | -6% | 0% | -2% | -19% | 3% | 4%
#20 Cc1nc2c(-c3ccc(F)cc3)c(C)nn2c(C)c1CCC(=O)Nc1ccc(F)cc1F
  -1% | i | -1% | -24% | 5% | -3% | -16% | u | 0%
#9 Cn1c(=O)c2c(nc(CN3CCc4ccccc4C3)n2Cc2ccccc2F)n(C)c1=O
  -10% | i | -1% | u | -8% | 11% | i | u | 22%

An excerpt from above in order of their number in MmCpn inh, high to low:
No.	SMILES	Akt phos inh	MmCpn inh	PTHR1 ag	GLP1R inv ag
27	Cc1ccc(N(CC(=O)NN=C2CCN(C)CC2)S(=O)(=O)c2ccccc2)c(C)c1	i	1%	-23%	12%
8	O=C(CCc1ccccc1)Nc1c(F)c(F)c(F)c(F)c1F	i	0%	-2%	u
20	Cc1nc2c(-c3ccc(F)cc3)c(C)nn2c(C)c1CCC(=O)Nc1ccc(F)cc1F	i	-1%	-16%	u

These rows are one share of the data; count on the stated rates, not on these rows.
